Compound activity (PubChem BioAssay)
KB-3-1 cytotox – kills parental KB-3-1 adenocarcinoma cells. actives 1.4% (n = 400,000). Potency, µM (doses to about 46.1 µM), for the others: at the top dose activity change, negative = cytotoxic, usual class: cytotoxic. KB-3-1 viability, CellTiter-Glo ATP luminescence, 72 h; further: potency means the concentration at half of the fitted maximal effect; on the % scale 0 is the no-effect control and ±100 the full control effect; nearly all actives have a fitted effect of over 60% in size
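Parental KB-3-1 viability, qHTS format: 72 h compound exposure, 37 °C; CellTiter-Glo; media-only wells and DMSO plates as controls; concentration-effect fits on corrected data.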
HT1080 IDH1KD tx – kills HT-1080 cells with IDH1 knockdown | HT-1080 IDH1 knockdown viability, ATP luminescence, 48 h | Potency, µM (top dose mostly 46.1 µM), inactives show top-dose activity, negative = toxicity, hits mostly cytotoxic | actives 2% (n = 360,000) | AID 686971;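 further: potency means the concentration at half of the fitted maximal effect; 0% = DMSO wells and -100% = cell-free medium wells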
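Cytotoxicity counter-line: IDH1KD HT-1080, 48 h, CellTiter-Glo. Curves classed by r2, magnitude and activity.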
SW480 rerep – DNA re-replication induction in SW480 cells | SW480 DNA re-replication, Hoechst DNA content imaging, 48 h | Potency, µM (highest dose often 46.1 µM), for inactives: top-dose re-replication activation, most hits filed as activators | actives 1.8% (n = 340,000); further: potency means the concentration at half of the fitted maximal effect; % of control where 0% means no effect; nearly all actives have a fitted effect of over 55% in size
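250 cells/well; 23 nL cpd via pin tool; 48 hr, 37 C, 5% CO2; Hoechst 40 min; imager read of total nuclear intensity, ex 405/em 500-530 nm.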
HT1080-NT tox – kills 2HG-producing HT-1080-NT fibrosarcoma cells; HT-1080-NT fibrosarcoma viability, CellTiter-Glo ATP luminescence, 48 h; Potency, µM (series often up to 46.1 µM), for the others: at the top dose activity, negative = less viability, most hits filed as cytotoxic; actives 1.6% (n = 360,000); AID 686970;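 further: NT is the 2HG producing partner of a matched IDH1 knockdown line; potency means the concentration at half of the fitted maximal effect; 0% = DMSO-treated cells and -100% = media-only wells without cells; nearly all actives have a fitted effect of over 55% in size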
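Read-out is CellTiter-Glo luminescence after 10 minutes at room temperature, following 48 hours' compound treatment of HT-1080-NT cells (750 cells/well, RPMI, 5% FBS, 37 degrees C).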
ATXN viability – reduces viability in counter-screen for ATXN expression inhibitors. Potency, µM (top dose mostly 56.7 µM), actives largely listed as cytotoxic. actives 0.49% (n = 400,000). AID 651635. S2 cells (HEK-293 line with an ATXN2-luciferase reporter) viability, CellTiter-Fluor protease fluorescence, 24 h; further: potency means the concentration at half of the fitted maximal effect; nearly all actives have a fitted effect of over 40% in size
IL1B secr inh – inhibitors of inflammasome signaling (IL-1 beta secretion). THP-1 LPS/ATP IL-1B secretion, AlphaLISA, 16 h; stronger effect = lower value. activity change, % at 57.5 µM. actives 4.7% (n = 360,000). AID 743279; in the data active means activity change below about -50%; inconclusive means mostly about -30% to -49%; further: on the % scale 0 is the no-effect control and ±100 the full control effect
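Secreted IL-1B measured by AlphaLISA bead assay after 16 h compound exposure of THP-1 cells; compounds (final up to 57.5 uM) added 1 h before LPS (250 ng/mL) and ATP (1.25 mM) stimulation; lower signal means less secretion.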
MCF10A rereplic – inducers of DNA re-replication in MCF 10A breast cells; AID 624296; MCF 10A DNA re-replication, Hoechst nuclear intensity, 48 h; actives 2.9% (n = 350,000); Potency, µM (series often up to 46.1 µM), for the others: at the top dose activity, positive = re-replication, most hits filed as activators; further: potency means the concentration at half of the fitted maximal effect; % of control where 0% means no effect; nearly all actives have a fitted effect of over 50% in size
ATXN2 expr inh – reduces ATXN2 reporter expression in HEK-293 cells; HEK-293 ATXN2-luciferase reporter, luminescence, 24 h; Potency, µM (doses to about 57 µM), for the others: top-dose activity change, negative = inhibition, usual class: inhibitors; actives 0.72% (n = 360,000); further: potency means the concentration at half of the fitted maximal effect; on the % scale 0 is the no-effect control and ±100 the full control effect; nearly all actives have a fitted effect of over 55% in size
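qHTS (up to 57 uM final) was run with 24 h compound exposure of reporter cells at 37 °C. Each well was multiplexed: SteadyGlo luminescence measured ATXN2-luciferase expression after a fluorogenic Gly-Phe-AFC viability readout (25 uM final).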
HepG2 tox – kills HepG2 cells in TGF-b inhibitor counter-screen; HepG2 CAGA-GFP viability, ATP luminescence, 18 h; Potency, µM (titrated, usually from 46.1 µM), for the others: at the highest dose activity change, negative = cytotoxicity, actives largely listed as cytotoxic; actives 0.76% (n = 410,000); AID 588856; further: potency means the concentration at half of the fitted maximal effect; some results filed as inactive show a strong effect at the top dose
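CellTiter-Glo luminescence gave cytotoxicity after 18 hours at 37 degrees C. The cells were HepG2 CAGA-GFP in 1% FBS DMEM, stimulated with 500 pg/mL TGF-beta after compound addition. %Activity was normalised to no-cell wells (complete cell-killing) and DMSO (no toxicity), and curves were fitted and classified.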
Starred values were filed as active, the others as inactive; i = inactive; ? = inconclusive; . = not tested or not shown; & = joins results of further samples; [ ] = remark or other dose. Unless noted, the call rests on the fitted dose curve; in most records, active means well fitted curve in the direction sought with a large enough effect; inconclusive means small, poorly fitted or top-dose-only effect, or another doubt; inactive means no such curve, though single readings can be large; an effect the other way counts as inactive or inconclusive.

compound | KB-3-1 cytotox | HT1080 IDH1KD tx | SW480 rerep | HT1080-NT tox | ATXN viability | IL1B secr inh | MCF10A rereplic | ATXN2 expr inh | HepG2 tox
COCC(=O)n1nc(-c2ccccc2)nc1NCc1ccc(N(C)C)cc1 | ? | 3% | 1% | 25% | i | -5 | -1% | 18% | 2%
O=C(Nc1ccccc1)/C(=C\c1ccc2c(c1)OCO2)NC(=O)c1ccco1 | 7% | -6% | ? | -1% | i | 3 | 9.2µM* | 11% | -2%
Cc1ccc(CSCC2Nc3ccc(C(=O)N4CCN(c5ccc(F)cc5)CC4)cc3NC2=O)cc1 (stereo unspecified) | ? | -2% | ? | 7% | i | 14 | -28% | 1% | -3%
N=c1ccn(Cc2ccc(Cl)cc2)cc1 | 4.6µM* | -23% | 10% | -17% | i | -22 | 6% | ? | -39%
O=S1(=O)CCN=C2SC3=C(CCCC3)N21 | 2% | 2% | -2% | 14% | i | 13 | -3% | 6% | -26%
CN1C2CCC1CC(NC(=O)CSc1ccc(Cl)cc1)C2 (stereo unspecified) | -1% | 0% | -8% | 2% | i | -17 | 2% | . | 5%
COc1ccc(-c2ccc(SC)nn2)cc1 | 8.2µM* | 23µM* | -2% | 21µM* | i | -14 | -3% | ? | 7.1µM*
CCOC(=O)Cc1c(C)nc2c(-c3ccc(Cl)cc3)cnn2c1C | -4% | -2% | 3% | ? | i | -9 | ? | 23% | 4%
N#CCSc1nc2c(cc1C#N)CCCC2 | 4% | 19% | -9% | 11% | i | 17 | 8% | 0% | 7%
Cc1nn(Cc2cccc(C(=O)O)c2)c(C)c1[N+](=O)[O-] | -12% | 6% | -6% | -2% | i | 29 | -1% | 3% | -2%
CCC1CCCCN1C(=S)Nc1ccc(S(=O)(=O)Nc2ncccn2)cc1 (stereo unspecified) | . | -8% | -1% | -9% | i | -6 | 4% | 9% | -16%
CCCCn1nnnc1C(c1cc2ccccc2o1)N(C)CCc1ccccc1 (stereo unspecified) | -21% | -22% | . | -20% | i | 25 | . | 6% | .
O=C(CSc1nnc(-c2cccc(Cl)c2)o1)N1CCc2ccccc21 | 16% | . | . | . | i | . | . | 0% | -10%
O=C(NCc1cccs1)C1CCCN1C(=O)Nc1ccc(F)cc1 (stereo unspecified) | 10% | 13% | -8% | 25% | i | 9 | -7% | -3% | 8%
O=C(Nc1cnccn1)c1ccc(Cl)cc1 | 3% | -11% | ? | -21% | i | -12 | -1% | 22% | -5%
CCc1ccc(C(=O)COC(=O)c2cncc(Br)c2)cc1 | -1% | 1% | 4% | -8% | ? | 30 | 13% | 19% | 4%
Cc1cn2c(=O)cc(COC(=O)C(C)Oc3ccccc3)nc2s1 (stereo unspecified) | 9% | . | . | . | i | . | . | 0% | 6%
Cc1ccc(NC(=O)C2CCCN(c3ncnc4c3nc3n4CCCCC3)C2)cc1F (stereo unspecified) | ? | . | . | . | ? | . | . | ? | -13%
COc1ccc2cc(C)c3nnc(SCC(=O)Nc4cc(OC)c(OC)cc4C(=O)O)n3c2c1 | 0% | 2% | -5% | 14% | i | 18 | -2% | -18% | -6%
COc1cc(NC(=S)NC(=O)c2c(OC)cccc2OC)ccc1NC(=O)c1cccs1 | ? | -2% | ? | -5% | ? | 17 | 15% | -3% | -33%
COc1cc(OC)c(OC)cc1CN1CCSCC1 | 0% | 17% | 1% | 18% | ? | 1 | ? | -10% | 2%
COC(=O)c1c(C(=O)OC)c2cc(C)ccn2c1Cl | 23% | 9% | -7% | 11% | i | -8 | 3% | -3% | 2%
CC(=O)N(c1ccc(C)cc1)S(=O)(=O)c1ccc(Cl)cc1 | -1% | -7% | 3% | 0% | i | 15 | -11% | -4% | -12%
CC1CCCC(NC(=O)COC(=O)CCC(=O)c2cccs2)C1C (stereo unspecified) | 0% | 1% | -2% | 3% | i | 10 | -1% | -6% | -6%
Cc1cnc(C(=O)Oc2cccc(Cl)c2Cl)cn1 | 0% | -4% | ? | -3% | i | 14 | -2% | 5% | -1%
CCOc1ccc(NC(=O)CN(C)C(=O)c2cc(S(=O)(=O)N3CCCCCC3)ccc2OC)cc1OCC | 13% | 2% | -4% | 4% | i | 5 | 1% | 33% | -11%
O=C(NCCc1ccccc1F)C1CCC(=O)N(Cc2ccccc2F)C1 (stereo unspecified) | -4% | 11% | 6% | 10% | i | 8 | 9% | 41%[activator] | 5%
O=C(CCl)N1c2ccccc2Oc2ccc3ccccc3c21 | 0% | 16µM* | 5.8µM* | ? | i | ? | 18µM* | 26% | -93%
CC(Sc1nnc(CN2CCCC2)n1Cc1ccccc1)C(=O)Nc1ccc(F)c(F)c1F (stereo unspecified) | -16% | -3% | -3% | -2% | ? | ? | 25% | -12% | -5%
CC(=O)Nc1ccc2c(c1)nc(C)n2-c1ccccc1 | 3% | 12% | 0% | 19% | i | 0 | 15% | . | 2%
O=C(CC(=O)NCc1cccnc1)NCc1cccnc1 | 16% | 7% | 1% | 11% | ? | 0 | -7% | -8% | 0%
Cc1ccc(SCC(=O)NNC(=O)C2CCCCC2)cc1 | 9% | 7% | -7% | 12% | ? | 14 | -8% | -6% | 2%
O=C(Nc1ccc2c(c1)OCO2)c1cc(C2CCCCN2S(=O)(=O)c2cccs2)on1 (stereo unspecified) | -2% | -22% | . | -8% | ? | -14 | . | 3% | -22%
CCCCNC(=O)C1(C)CCN1C(=O)c1ccc(C(F)(F)F)nc1C (stereo unspecified) | 0% | 0% | . | 9% | i | 0 | . | 4% | -23%
Nc1nnc(-c2cccc(F)c2)s1 | -1% | 7% | 5% | 8% | i | -1 | 0% | 23% | -17%
CCCCCCCCCCCCCCCC[n+]1ccc(/C=N/O)cc1 | 2.9µM* | 23µM* | 21µM* | 21µM* | ? | -100* | 2.6µM* | ? | -113%
COc1ccccc1CNC(=O)C(=O)NCCC1CCCCN1S(=O)(=O)c1cccs1 (stereo unspecified) | 1% | -1% | 1% | 1% | i | ? | 21% | -13% | -31%
Cc1ccc(Oc2ccc(NC(=O)c3ccco3)cc2)cc1 | ? | -10% | 2% | -4% | i | -21 | 10% | 24% | -14%
O=S1(=O)N=C(Nc2ccc(O)cc2)c2ccccc21 | 0% | 5% | 0% | 15% | i | -15 | -2% | . | 2%
O=C(NCC(=O)N(CC1CCCO1)C(C(=O)NC1CCCC1)c1ccc(F)cc1)c1ccco1 (stereo unspecified) | 5% | 4% | -5% | 10% | ? | 7 | -2% | -9% | -5%
COC(=O)[C@]12CCCCC=C1N(Cc1ccc3c(c1)OCO3)C(=O)[C@H](CC(=O)N1CCOCC1)C2 | -1% | 0% | . | 9% | . | -18 | . | . | .
COc1ccc(CC(=O)Nc2ccccc2N2CCCC2)cc1OC | -20% | -3% | -5% | 17% | i | -10 | 4% | -2% | 0%
CC(C)(C)C1CCSC2=NCCC[C@]2(c2ccccc2)C1 (stereo partly specified) | 2% | -25% | . | -16% | i | -1 | . | -13% | .
CCCCn1c(NS(=O)(=O)c2ccc(C)cc2)c(S(=O)(=O)c2ccccc2)c2nc3ccccc3nc21 | ? | 10% | ? | 1% | i | -22 | ? | -2% | -4%
COc1ccc(C(CC(=O)N2CCCCC2)c2c(O)cc(OC)cc2OC)cc1 (stereo unspecified) | 8% | -10% | -5% | 7% | i | -3 | 16% | 3% | -34%&-15%
CCOc1cccc(C(=O)NNC(=O)CCC(=O)O)c1 | 15% | 13% | -3% | 13% | i | 0 | 24% | 1% | -9%
Cc1ccc2nc(SCC(=O)Nc3ccc4c(c3)OCCO4)[nH]c2c1 | 8% | -6% | 2%[9.22 µM] | -8% | i | -14 | -9% | 19% | -16%

In the list so far, these contain an aryl methoxy group:
compound | KB-3-1 cytotox | HT1080 IDH1KD tx | SW480 rerep | HT1080-NT tox | ATXN viability | IL1B secr inh | MCF10A rereplic | ATXN2 expr inh | HepG2 tox
COc1ccc(-c2ccc(SC)nn2)cc1 | 8.2µM* | 23µM* | -2% | 21µM* | i | -14 | -3% | ? | 7.1µM*
COc1ccc2cc(C)c3nnc(SCC(=O)Nc4cc(OC)c(OC)cc4C(=O)O)n3c2c1 | 0% | 2% | -5% | 14% | i | 18 | -2% | -18% | -6%
COc1cc(NC(=S)NC(=O)c2c(OC)cccc2OC)ccc1NC(=O)c1cccs1 | ? | -2% | ? | -5% | ? | 17 | 15% | -3% | -33%
COc1cc(OC)c(OC)cc1CN1CCSCC1 | 0% | 17% | 1% | 18% | ? | 1 | ? | -10% | 2%
CCOc1ccc(NC(=O)CN(C)C(=O)c2cc(S(=O)(=O)N3CCCCCC3)ccc2OC)cc1OCC | 13% | 2% | -4% | 4% | i | 5 | 1% | 33% | -11%
COc1ccccc1CNC(=O)C(=O)NCCC1CCCCN1S(=O)(=O)c1cccs1 (stereo unspecified) | 1% | -1% | 1% | 1% | i | ? | 21% | -13% | -31%
COc1ccc(CC(=O)Nc2ccccc2N2CCCC2)cc1OC | -20% | -3% | -5% | 17% | i | -10 | 4% | -2% | 0%
COc1ccc(C(CC(=O)N2CCCCC2)c2c(O)cc(OC)cc2OC)cc1 (stereo unspecified) | 8% | -10% | -5% | 7% | i | -3 | 16% | 3% | -34%&-15%

No enrichment for hits (roughly 8.9% active in at least one column).
